Source: PubChem (The Scripps Research Institute Molecular Screening Center)
IDE act: IDE (human) activation, cell-based | HEK cells, FAbeta-B cleavage, fluorescence polarization; 0% vehicle, 100% cell-free pure enzyme wells | activation, % at 5.96 µM | 340,000 tested, 0.073% active | AID 493087;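 active = activation above the mean of all tested compounds plus 3 SD, set per screening campaign, cut at about 17% in these data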
Target sequence (P14735 whole entry, looked up): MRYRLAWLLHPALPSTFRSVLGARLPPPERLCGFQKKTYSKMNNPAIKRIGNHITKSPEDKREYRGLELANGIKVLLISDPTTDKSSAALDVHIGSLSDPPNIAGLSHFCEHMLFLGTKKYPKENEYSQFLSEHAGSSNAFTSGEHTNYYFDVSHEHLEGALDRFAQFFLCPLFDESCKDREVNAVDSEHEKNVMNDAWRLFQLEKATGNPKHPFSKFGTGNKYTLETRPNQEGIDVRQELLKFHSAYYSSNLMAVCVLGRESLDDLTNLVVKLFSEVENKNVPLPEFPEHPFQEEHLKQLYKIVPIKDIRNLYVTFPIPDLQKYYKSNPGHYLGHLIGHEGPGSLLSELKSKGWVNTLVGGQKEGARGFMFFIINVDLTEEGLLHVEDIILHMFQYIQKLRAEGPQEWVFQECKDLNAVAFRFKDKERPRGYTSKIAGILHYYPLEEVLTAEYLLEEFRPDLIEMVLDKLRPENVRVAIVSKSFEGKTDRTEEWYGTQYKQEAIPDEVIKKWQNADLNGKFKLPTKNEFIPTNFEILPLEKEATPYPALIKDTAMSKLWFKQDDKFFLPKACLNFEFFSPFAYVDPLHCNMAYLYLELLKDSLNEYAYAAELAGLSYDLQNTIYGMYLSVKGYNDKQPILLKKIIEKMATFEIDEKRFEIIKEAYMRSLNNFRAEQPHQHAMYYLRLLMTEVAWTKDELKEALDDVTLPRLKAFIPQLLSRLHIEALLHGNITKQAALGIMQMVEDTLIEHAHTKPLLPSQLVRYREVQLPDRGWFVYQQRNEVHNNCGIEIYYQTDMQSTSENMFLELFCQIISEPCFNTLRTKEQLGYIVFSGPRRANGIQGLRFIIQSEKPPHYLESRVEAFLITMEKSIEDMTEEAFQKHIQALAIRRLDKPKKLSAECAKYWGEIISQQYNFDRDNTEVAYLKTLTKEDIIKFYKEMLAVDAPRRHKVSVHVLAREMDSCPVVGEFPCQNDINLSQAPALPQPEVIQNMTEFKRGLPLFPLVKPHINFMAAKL
IDE inh: cellular human IDE inhibition | 320,000 tested, 0.41% active | inhibition, % at 5.59 µM | P14735 | HEK cells, FAbetaB cleavage, fluorescence polarization | AID 434962;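 active = percent inhibition above the average of all tested compounds plus 3 SD, set per screening campaign, cut at about 16% in these data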;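 also: IDE supplied by intact live HEK cells; FP after avidin binding of uncleaved biotin substrate so inhibition keeps polarization high; 0% = DMSO wells and 100% = 60 µM reference IDE inhibitor Ii1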
Starred values were filed as active, the others as inactive; & = joins results of further samples. This is a subset. The share of hits here may be higher or lower than overall.

Every second line gives: IDE act, IDE inh
1	CC(=O)Nc1cccc(C(=O)OCC(=O)NC(=O)Cc2ccccc2)c1
    7, -1
2	COc1cccc(N2CC(NC(=O)c3ccc4ccccc4c3)CC2=O)c1 (stereo not given)
    -5, 5
3	Cc1ccc2nc(N3CCN(C(=O)c4ccco4)CC3)sc2c1
    -12, 12
4	Cc1c(CCOC(=O)c2ccc(Cl)cc2Cl)sc[n+]1CC(=O)c1ccccc1
    -2, 3
5	Cc1cc(NC(=O)COC(=O)Cn2[nH]c(=O)c3ccccc3c2=O)c([N+](=O)[O-])cc1C
    4, 4
6	Cc1ccc(CNC(=O)COC(=O)C2CC2)cc1
    2, -3
7	O=C(CN1C(=O)NC2(CCOc3ccccc32)C1=O)NCCc1ccccc1 (stereo not given)
    2, -4
8	Cc1cc(NC(=O)CSc2nnc(C(F)(F)F)n2C)no1
    -3, -4
9	COc1cccc(CN(C)C(=O)c2ccc(NS(=O)(=O)c3ccc(F)cc3)cc2)c1OC
    -4, 2
10	COc1ccc(C(C#N)(CC(=O)O)c2cnccn2)cc1OC (stereo not given)
    -1, 6
11	COc1ccc(CCNC(=O)COC(=O)CCC(=O)c2cccs2)cc1OC
    4, -4
12	CCCC(NC(=O)C(C)N1CCN(S(=O)(=O)c2ccccc2)CC1)c1ccccc1 (stereo not given)
    -5, 1
13	CCc1ccc(-c2nc(SCC(=O)N(C)C3CCS(=O)(=O)C3)n[nH]2)cc1 (stereo not given)
    2, 12
14	CCC(OC(=O)C(CC(C)C)NC(=O)c1ccccc1)C(=O)Nc1nnc(C)s1 (stereo not given)
    -2, 2
15	CCOc1ccccc1Nc1nc(N2CCCC2)nc(N2CCOCC2)n1
    1, -5
16	COc1cc(/C=C(\CCC(=O)O)c2nc3ccccc3s2)ccc1OCC(=O)Nc1c(Cl)cccc1Cl
    -3, 2
17	N#CCCNS(=O)(=O)c1ccc(C(=O)OCC(=O)Nc2ccc3c(c2)OCO3)cc1
    1, -4
18	CN(C)/N=C1\C(=O)N(CN2CCN(c3ccccc3)CC2)c2ccccc21
    3, -4
19	CN(C(=O)CN(C)S(=O)(=O)c1ccc(F)cc1)c1c(N)n(Cc2ccccc2)c(=O)[nH]c1=O
    4, -1
20	CN(Cc1ccc2c(c1)OCCO2)C(=O)CSc1ncnc2sccc12
    4, 5

Part of the list above, with one line to a screen:
[6] Cc1ccc(CNC(=O)COC(=O)C2CC2)cc1
[7] O=C(CN1C(=O)NC2(CCOc3ccccc32)C1=O)NCCc1ccccc1 (stereo not given)
[8] Cc1cc(NC(=O)CSc2nnc(C(F)(F)F)n2C)no1
[9] COc1cccc(CN(C)C(=O)c2ccc(NS(=O)(=O)c3ccc(F)cc3)cc2)c1OC
[10] COc1ccc(C(C#N)(CC(=O)O)c2cnccn2)cc1OC (stereo not given)
[11] COc1ccc(CCNC(=O)COC(=O)CCC(=O)c2cccs2)cc1OC
[12] CCCC(NC(=O)C(C)N1CCN(S(=O)(=O)c2ccccc2)CC1)c1ccccc1 (stereo not given)
Assay by compound | 6 | 7 | 8 | 9 | 10 | 11 | 12
IDE act | 2 | 2 | -3 | -4 | -1 | 4 | -5
IDE inh | -3 | -4 | -4 | 2 | 6 | -4 | 1

Additional results
Every second line gives: IDE act, IDE inh
21	CCN(CC)CCCNC(=O)c1ccc(S(=O)(=O)Nc2ccc(C)c(C)c2)cc1
    -4, 0
22	CC(C)[C@H](NC(=O)c1ccccc1)C(=O)NC1=NCCS1
    4, 0
23	Cc1ccc(OCCNC(=O)c2cc(C3CC3)nc3c2cnn3C(C)C)cc1
    3, 2
24	COc1cc(SC)ccc1C(=O)OCc1nc2ccsc2c(=O)[nH]1
    1, -1
25	O=C(CCl)N1CCN(S(=O)(=O)Cc2ccccc2)CC1
    2, -1
26	CC1(C)Cc2cccc(OCC(=O)NCc3cccs3)c2O1
    3, -4
27	N#CN1CCC(NS(=O)(=O)c2ccc(C(F)(F)F)cc2)CC1
    -2, -1
28	Cc1ccc(S(=O)(=O)c2nc(-c3cccs3)oc2N2CCC(C(N)=O)CC2)cc1
    -1, 8
29	O=C(CSc1nncs1)NNC(=O)c1ccccc1Br
    1, 4
30	Cc1ccc(S(=O)(=O)Nc2cccc(C(=O)NC3CCN(Cc4ccccc4)CC3)c2)cc1F
    3, 1
31	COc1ccc(OC)c(S(=O)(=O)N2CCN(C(=O)c3cc(C4CC4)nn3-c3ccccc3)CC2)c1
    1, -1
32	Cc1nn(-c2ccccc2)nc1C(=O)OCC(=O)N1CCCCC1C (stereo not given)
    1, 0
33	CCC1(CC)NC(=O)N(CC(=O)Nc2ccc(OCc3ccccc3)cc2)C1=O
    -2, 2
34	COc1ccc(C(C)(C)C)cc1NC(=O)COC(=O)C1=NNC(=O)CC1
    4, -3
35	Cc1ccc(CNC(=O)COC(=O)c2ccc(Br)o2)cc1
    4, -4
36	CCOC(=O)c1[nH]c(C)c(C(=O)OCC(=O)N(Cc2ccccc2)C(C)C)c1C
    0, 1
37	COc1ccc(NC(=O)COC(=O)CNS(=O)(=O)/C=C/c2ccccc2)cc1OC
    -4, 0
38	CC(NC(=O)c1ccccc1)C(=O)OCn1nnc2ccccc2c1=O (stereo not given)
    2, 0
39	CN(CC(=O)Nc1ccc(N2CCOCC2)cc1)C(=O)c1cc(F)c(F)cc1Cl
    3, 0
40	COc1cc(-c2nc3ccc(C)cn3c2NCc2ccccc2)ccc1-c1cccc(Cl)c1
    -1, 4
41	COc1ccc(NC(C)C(=O)Nc2cccc(S(=O)(=O)N3CCOCC3)c2)cc1OC (stereo not given)
    6, 5
42	COc1ccc(N=Nc2ccc(CO)cc2)cc1
    2, -2
43	CC(OC(=O)c1nc(Cl)ccc1Cl)C(=O)Nc1ccccc1F (stereo not given)
    3, 4
44	O=C(NCc1ccccc1CN1CCCC1)c1cccc(S(=O)(=O)Nc2ccc(F)cc2)c1
    2, 3
45	CSc1ncccc1C(=O)OC(C)C(=O)Nc1cccc(S(=O)(=O)N2CCOCC2)c1 (stereo not given)
    -1, 4
46	CCCCn1c(N)c(N(CCOC)C(=O)Cn2c(=O)cnc3ccccc32)c(=O)[nH]c1=O
    1, -3
47	CC1CCC(NC(=O)C2CCN(C(=O)Nc3ccccc3)CC2)CC1 (stereo not given)
    1, 3
48	C=CCN(Cc1ccc(Cl)s1)C(=O)CNC(=O)CNC(=O)c1ccc(Cl)cc1Cl
    7, 1
49	O=C(Nc1ccccc1)[C@@H]1CC=C[C@@H]2CCN(C3CCCCC3)C(=O)[C@@H]21
    2, 2
50	COc1ccccc1OCC(O)CN1CCN(CC(=O)Nc2c(C)cccc2C)CC1 (stereo not given)
    -5&9, -3&2
51	CCN(C(=O)c1cc(Cl)ccc1Cl)C1CCS(=O)(=O)C1 (stereo not given)
    2, 4
52	COc1ccc([C@@H]2CC=C(C(=O)O)[C@H](c3ccccc3F)N2S(=O)(=O)c2ccc(C)cc2)cc1OC
    2, 2
53	COC(=O)C1=C(C)N(Cc2ccccc2)C(=NCc2ccc(OC)cc2)N[C@H]1c1ccccc1
    8, 6
54	COc1ccc(CN(C)CC(=O)Nc2ccccc2C(=O)NC2CC2)cc1
    -2, 4
55	COc1ccc(C(=O)NCCc2ccc(Cl)cc2)cc1S(=O)(=O)N1CCCCC1C (stereo not given)
    -2, 1
56	CCN1C(=O)[C@@H]2[C@@H](c3ccc(-c4ccc(C(C)=O)cc4)c(OC)c3)N3CCCC[C@@]3(C(=O)OC)[C@@H]2C1=O
    0, 4
57	Cc1ccc(C)c(OCCC(=O)N(C)CC(=O)Nc2c(C)cccc2C)c1
    2, -1
58	C=CCOC(=O)C1=C[C@H](C(C)(C)C)[C@@H](CCCO)[C@H](OCC)O1
    1, -6
59	COc1ccccc1NS(=O)(=O)c1cccc(C(=O)NCC(c2cccs2)N2CCOCC2)c1 (stereo not given)
    -3, 2
60	COc1cccc(NC(=O)CN(C)C(=O)c2ccccc2-c2nc3ccccc3s2)c1
    5, 1
61	COc1cccc(CCc2nc3ccccc3c(=O)n2N)c1
    1, 8
62	CCCN(C(=O)c1cc(S(=O)(=O)N(C)c2ccc(OCC)cc2)ccc1C)C1CCS(=O)(=O)C1 (stereo not given)
    6, -1
63	CCN(CC(=O)Nc1ccccc1OC)C(=O)CSCc1ccc(C)cc1
    3, 1
64	CCN(CC)S(=O)(=O)c1ccc(N2CC(C(=O)NC3(C)CCS(=O)(=O)C3)CC2=O)cc1 (stereo not given)
    1, 4
65	C/C=C1\COC(C(=O)NCc2ccccc2)(C(F)(F)F)C=C1C=C(C)C (stereo not given)
    6, -2
66	CC(=O)c1ccccc1NC(=O)COc1ccc(N(C)S(=O)(=O)c2ccc(C)c(C)c2)cc1
    4, 3
67	CCN(CC)CCCNC(=O)c1ccc2c3n(nc2c1)-c1ccc(Cl)cc1CO3
    2, 8
68	O=C(OCC(=O)N1CCN(C(=O)c2ccco2)CC1)c1ccc(Cl)c(Cl)c1
    2, 0
69	CCCCn1c(N)c(N(CCOC)C(=O)c2cc(-c3ccc(C)cc3)nc3ccccc23)c(=O)[nH]c1=O
    4, 2
70	C[C@H]1CCC[C@@]2(O[C@H](CCO)C[C@H](O)[C@H]2O)O1
    5, 3
71	O=[N+]([O-])c1cc([N+](=O)[O-])c2cc(-c3cccnc3)[nH]c2c1
    4, 1
72	COc1ccc(C(=O)NNC(=O)CN(C)S(=O)(=O)c2ccc(Cl)cc2)c(OC)c1OC
    1, 0
73	CCN(c1ccccc1)S(=O)(=O)c1ccc(C(=O)N2CCCC(C(F)(F)F)C2)cc1 (stereo not given)
    4, -2
74	CC(C)n1nccc1NC(=O)COC(=O)c1ccc(NC(N)=O)cc1
    6, 2
75	Cc1cc(O)c2c(c1O)C(=O)[C@]13C(=C2O)C(=O)[C@@H]2[C@@H](O)[C@H]1[C@@H]1[C@H](O)[C@H]3C(=O)C3=C(O)c4c(O)cc(C)c(O)c4C(=O)[C@]312
    1, 9
76	CN(C(=O)COC(=O)COc1ccc2ccccc2c1)c1c(N)n(Cc2ccccc2)c(=O)[nH]c1=O
    5, 5
77	O=C(OCC#CCSc1nnc(-c2cccc3ccccc23)o1)c1ccc(F)cc1
    4, 3
78	NC(=O)c1ccsc1NC(=O)COC(=O)C1=NNC(=O)CC1
    -2, -3
79	Cc1cccc(NC(=O)CN2CCN(CC(=O)NCc3ccc(Cl)cc3Cl)CC2)c1C
    3, 3
80	CC1CCCN(C(=O)c2ccc(Cl)c(S(=O)(=O)N3CCCCCC3)c2)C1 (stereo not given)
    1, 0

Following part:
Every second line gives: IDE act, IDE inh
81	Cc1ccc(C(=O)NNC(=O)c2ccc(-n3cncn3)c([N+](=O)[O-])c2)cc1
    2, 0
82	Cc1ccc(NC(=O)c2nc[nH]c2C(=O)NCCCCCNC(=O)OC(C)(C)C)cc1
    1, 5
83	O=C(NCc1cccc(F)c1)c1cccc2c1C(=O)c1ccc(N3CCC(Cc4ccccc4)CC3)cc1S2(=O)=O
    -2, 4
84	COc1cc(C(=O)N2CCN(S(=O)(=O)c3cccc(F)c3)CC2)ccc1OCC(=O)N1CCOCC1
    6, -2
85	COc1ccc(-c2cccc(NC(=O)c3ccc4c(c3)OCO4)c2)nn1
    1, 0
86	C=CC[C@H](CC(=O)NCCO)C(=O)NC[C@@H](OC(=O)[C@H](CC=C)CC(=O)OC(C)(C)C)c1ccccc1
    -3, 6
87	O=C(Nc1ccc(F)cc1)C(c1ccccc1)N1CCN(CC(=O)N2CCCC2)CC1 (stereo not given)
    4, -2
88	COc1cccc(-c2ccc3ncnc(NCc4cccnc4)c3c2)c1
    2, 1
89	COc1ccc(O)c(C(=O)c2cnn(C(=O)c3ccc(C)cc3)c2)c1
    0, -1
90	O=C(Cn1c(=O)cnc2ccccc21)NNC(=O)c1ccccc1Cl
    2, 4
91	CC1(C)CC(=O)C=C(c2cccc(Br)c2)C1
    0, -1
92	CCOC(=O)c1ccc(NS(=O)(=O)c2c(C)n[nH]c2C)cc1
    -1, -2
93	Cc1cccc(-c2cc(C(=O)N/N=C/c3cccnc3)c3ccccc3n2)c1
    3, 9
94	CN/C(=C\[N+](=O)[O-])NCCSCc1csc(CN(C)C)n1
    6, 5
95	CCOc1ccccc1N1CCN(CC(=O)Nc2ccnn2C2CCCC2)CC1
    3, 6
96	O=C(Cc1ccsc1)Nc1ccc2c(c1)OCO2
    0, 3
97	C/C=C(\C)C(=O)OC1CC(C)(C)C[C@H]2C3=CC[C@@H]4[C@@]5(C)CCC(O[C@@H]6O[C@@H](C(=O)O)[C@@H](O)C(O[C@@H]7OC[C@H](O)[C@@H](O)[C@@H]7O[C@@H]7OC(CO)C(O)[C@@H](O)[C@@H]7O)C6O[C@@H]6OC(CO)C(O)C(O)C6O)[C@@](C)(CO)[C@@H]5CC[C@]4(C)[C@]3(C)CC(O)[C@@]12CO (stereo not given in full)
    3, 2
98	Cc1cc(-n2c(C)cc(C(=O)CN3C(=O)C(=O)N(C)C3=O)c2C)no1
    4, -3
99	NS(=O)(=O)c1ccc(NC(=O)COC(=O)c2ccc(S(=O)(=O)N3CCOCC3)cc2)cc1
    -2, 0
100	COCCN(C(=O)c1sc2ccccc2c1Cl)c1c(N)n(CC(C)C)c(=O)[nH]c1=O
    2, -1
101	CN(Cc1ccc2c(c1)OCO2)C(=O)c1cc(-c2ccccc2)c(N2CCOCC2)s1
    2, -3
102	COc1ccc(CN2CC[C@H]3C=CC[C@@H](C(=O)NCCc4ccccc4)[C@H]3C2=O)cc1OC
    5, -1
103	CC1CN(S(=O)(=O)c2cccc(C(=O)NCC3COc4ccccc4O3)c2)CC(C)O1 (stereo not given)
    -1, 0
104	O=[N+]([O-])c1cccc(S(=O)(=O)N2CN(c3ccc(Br)cc3)c3nc4ccccc4nc32)c1
    1, -3
105	COc1ccc(F)cc1S(=O)(=O)Nc1cc2c3c(c1)CCC(=O)N3CCC2
    3, 1
106	Cc1ccc(C2=NCCn3c2c2ccc([N+](=O)[O-])cc2[n+]3[O-])cc1
    3, -1
107	CC(=O)Nc1ccc(S(=O)(=O)N(C)CC(=O)OCC(=O)NNC(=O)c2ccccc2F)cc1
    -1, 3
